Screening data deposited in PubChem by several laboratories.
West Nile antiviral: West Nile virus antiviral activity, cell-based, CPE readout (AID 1621). West Nile virus-infected cells, CPE inhibition; higher % means a stronger effect. CPE inhibition, % at 10 µM, or IC50 in µM where a hit was titrated. hit rate 0.02% among 290,000; in the data active = a potency from the dose series; inconclusive = CPE inhibition mostly from about 3.7% at the one dose, without a potency; inactive = the rest, 99 in 100 with CPE inhibition below about 2.2%; note: strong numbers were not always called active
Siah-1 displacement: Siah-1 peptide-binding antagonists, primary screen, biochemical, fluorescence polarization, rhodamine-plectin, uHTS (AID 1817). Siah-1 / rhodamine-plectin peptide fluorescence polarization; higher % means a stronger effect. displacement, % at 20 µM, or IC50 in µM where a hit was titrated. E3 ubiquitin-protein ligase SIAH1 (Homo sapiens). hit rate 0.02% among 290,000;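 active = displacement of at least 50% at 20 µM, with a fluorescence ratio check between 0.3 and a set limit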;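 note: plate controls were Siah plus tracer with DMSO for no effect and tracer alone without Siah for full effect; strong numbers were not always called active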
AID2073: inhibitors of Mint1-CaV2.2 protein interaction, biochemical, HTRF (AID 2073) | hit rate 0.19% among 290,000 | one-dose inhibition, % at 20 µM; IC50 in µM for titrated hits | HTRF protein-protein interaction, Mint1-CaV2.2; higher % means a stronger effect | Voltage-dependent N-type calcium channel subunit alpha-1B (Homo sapiens); in the data active = inhibition mostly above about 51%, no sharp cut-off; inconclusive = no clear call, values can overlap the other calls; inactive = mostly below about 53%; note: some results filed as inactive read as strong as hits
Dengue-2 NS5 capping: Dengue-2 NS5 methyltransferase inhibitors, primary screen, biochemical, confirmation dose response (AID 588689); Dengue-2 NS5 methyltransferase capping enzyme assay, biochemical; higher % means a stronger effect; inhibition, % at 25 µM, or IC50 in µM where a hit was titrated; hit rate 0.3% among 340,000; in the data active = a potency from the dose series; inconclusive = inhibition above about 29% without an active follow-up result
NTR1 agonist: agonists of NTR1, primary screen, imaging, U2OS cells, beta-arrestin-GFP, high content (AID 493036). Neurotensin receptor type 1 (Homo sapiens), P30989. NTR1-U2OS beta-arrestin-GFP spot imaging, agonist mode. activation, % at 20 µM. hit rate 0.17% among 330,000;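 active = activation at or above 40% of the spot to cytoplasm intensity ratio, with at least 20 cells analyzed; inconclusive = wells under 20 cells, flagged as cytotoxic or low count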;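 note: 0% = DMSO without peptide and 100% = 100 nM NTR1 peptide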
Target sequence (P30989 whole entry, looked up): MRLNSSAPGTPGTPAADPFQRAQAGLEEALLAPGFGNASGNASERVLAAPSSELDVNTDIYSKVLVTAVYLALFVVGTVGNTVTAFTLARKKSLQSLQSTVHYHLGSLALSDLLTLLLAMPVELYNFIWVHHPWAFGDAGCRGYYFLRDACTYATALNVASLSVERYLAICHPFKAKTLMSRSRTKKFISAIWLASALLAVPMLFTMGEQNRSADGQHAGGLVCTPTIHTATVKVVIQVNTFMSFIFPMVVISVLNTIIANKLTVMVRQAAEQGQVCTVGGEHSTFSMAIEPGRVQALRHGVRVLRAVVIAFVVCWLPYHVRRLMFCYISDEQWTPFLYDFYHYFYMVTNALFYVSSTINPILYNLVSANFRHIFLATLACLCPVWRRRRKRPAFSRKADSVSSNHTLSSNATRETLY
RSV antiviral HEp-2: RSV antiviral activity via CPE protection, HEp-2 cells, primary 10 µM value included (AID 2391); one-dose CPE inhibition, % at 10 µM; IC50 in µM for titrated hits; hit rate 0.13% among 310,000; HEp-2 cells, RSV-induced CPE inhibition; higher % means a stronger effect; in the data active = a potency from the dose series; inconclusive = CPE inhibition mostly from about 23% at the one dose, without a potency; inactive = the rest, 99 in 100 with CPE inhibition below about 21%; note: strong numbers were not always called active
MgcRacGAP inhibition: MgcRacGAP GTPase-activating activity inhibitors, confirmation, biochemical, ADP Hunter fluorescence; Rac GTPase-activating protein 1 (Homo sapiens); MgcRacGAP-stimulated Rac1 GTP hydrolysis, ADP Hunter fluorescence; higher % means a stronger effect; GST-tagged Rac1 F28L mutant substrate; one-dose inhibition, % at 30 µM; IC50 in µM for titrated hits; hit rate 0.6% among 340,000;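 active = first-screen hits whose inhibition reached a set limit at any dose in the follow-up dose series; inconclusive = inhibition above the set first-screen limit but never retested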;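 note: fluorescence reports GDP produced by GAP-driven GTP hydrolysis; strong numbers were not always called active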
SV40 large T antigen: SV40 large T antigen inhibitors, biochemical (AID 1903); hit rate 0.39% among 310,000; SV40 large T antigen ATPase/helicase inhibition assay; higher % means a stronger effect; one-dose inhibition, % at 20 µM; IC50 in µM for titrated hits; in the data active = a potency from the dose series; inconclusive = inhibition mostly from about 32% at the one dose, without a potency; inactive = the rest, 99 in 100 with inhibition below about 32%; note: strong numbers were not always called active
K1F lysis inhibition: inhibition of K1F phage lysis, E. coli UTI89, bacterial capsule biogenesis inhibitors, alamar blue (AID 488966) | E. coli UTI89 K1F phage lysis, alamar blue, 2 h; higher % means a stronger effect | inhibition, % at 100 µM, or IC50 in µM where a hit was titrated | hit rate 0.02% among 340,000;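 active = phage lysis inhibition, versus mean bacterial control, above a set limit; inconclusive = no clear call, values can overlap the other calls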;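 note: capsule biogenesis inhibitors block K1F phage lysis so surviving cells raise fluorescence; higher fluorescence means more inhibition of phage lysis; actives were called in the ten point dose series up to 300 µM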
NTR1 agonist cell count 20 µM: recorded beside NTR1 agonist, whose call it bears; cell count; measured here: cell count, cytotoxicity flag
Dengue-2 NS5 capping pilot replicate: further read-out of Dengue-2 NS5 capping, marked with its call; inhibition, %; measured here: pilot screen replicate inhibition
The depositor's hits bear a star; ? = inconclusive; nt = no result given; [ ] = another dose, or the depositor's remark.

SMILES	West Nile antiviral	Siah-1 displacement	AID2073	Dengue-2 NS5 capping	NTR1 agonist	NTR1 agonist cell count 20 µM	RSV antiviral HEp-2	MgcRacGAP inhibition	SV40 large T antigen	K1F lysis inhibition	others
CCOc1ccc(S(=O)(=O)N2CCC(C(=O)OC(C)C(=O)N(C)C3CCCCC3)CC2)cc1 (stereo unspecified)	-0.3%	2.4%	8.8%	-1.0%	3.1	57	5.8%	10.7%	13.0%	0.0%
CC(C)CNC(=S)N(CCCO)Cc1cc2cc3c(cc2[nH]c1=O)OCCO3	-0.6%	-1.8%	-32.0%	-5.9%	-0.4	59	0.9%	-3.7%	12.8%	0.0%	Dengue-2 NS5 capping pilot replicate=2.4
COC(=O)c1c(C)oc2ccc(N(C(C)=O)S(=O)(=O)c3ccccc3)cc12	-1.4%	-0.9%	6.3%	-1.6%	0.5	32	7.8%	1.4%	6.6%	0.1%
O=C(CSc1nncn1-c1ccccc1)Nc1ccc(F)cc1F	-0.2%	2.7%	-11.9%	5.7%	-0.6	48	0.5%	10.6%	1.9%	0.3%
COc1ccc(N(Cc2ccco2)C(=O)c2ccccc2F)cc1OC	-0.3%	6.3%	0.2%	-2.7%	-0.4	85	-0.1%	5.3%	-1.6%	0.1%
Cc1nc(SCC(=O)O)c(C#N)c(-c2ccco2)c1C(=O)N(C)C	-0.2%	-1.2%	8.0%	-6.3%	-0.5	62	0.7%	15.7%	14.0%	0.4%
CC1(c2ccccc2)NC(=O)N(CC(=O)NCC2CCCO2)C1=O (stereo unspecified)	nt	nt	nt	3.0%	5.0	55	0.1%	4.4%	nt	0.7%[50 µM]
O=C(CC1S/C(=N/N=C/C=C/c2ccccc2)NC1=O)Nc1ccc(Cl)c(Cl)c1 (stereo unspecified)	1.2%	-8.6%	29.9%	-1.3%	6.9	86	9.4%	7.9%	10.3%	1.8%[50 µM]
O=C(N/N=C/c1coc2ccccc2c1=O)c1ccncc1	-0.5%	0.9%	13.7%	0.7%	0.2	58	3.4%	1.1%	18.5%	-0.2%
CCOc1ccc(NC(N)=O)cc1	0.0%	-1.5%	1.8%	-2.1%	1.1	36	1.5%	3.0%	2.7%	0.1%[50 µM]
COc1ccc(CSC(=N)N)cc1[N+](=O)[O-]	0.1%	-3.2%	-3.7%	2.7%	-0.1	42	6.0%	17.2%	6.0%	0.5%
COc1ccc(/C=C2/N=C(SC3CCOC3=O)N(c3cccc(OC)c3)C2=O)cc1 (stereo unspecified)	-0.8%	2.7%	12.8%	-4.0%	2.6	43	3.0%	1.6%	7.9%	1.7%
Cc1cccnc1Nc1nc(-c2ccc(O)cc2)cs1	0.6%	1.4%	-21.6%	0.0%	3.6	50	?	21.8%	13.7%	4.0%[50 µM]
CCOC(=O)c1c(CC(C)C)csc1/N=C/C1C(=O)CC(C)(C)CC1=O	1.1%	9.2%	12.1%	-53.2%	-1.4	40	-1.4%	4.2%	5.9%	-2.8%
C/C(=N\NC(=O)c1ccccc1-n1cccc1)C1CC1	-0.1%	-4.9%	4.9%	-5.8%	1.9	50	1.1%	-10.6%	-6.3%	-0.4%
Cc1cccc(OCC(=O)O/N=C(\N)c2ccccn2)c1	-0.5%	0.8%	-0.8%	-2.0%	0.6	42	0.8%	3.8%	-2.1%	6.1%
CSc1nc(=S)n(-c2ccccc2)c(C)c1C(C)=O	-1.6%	2.5%	12.1%	-8.5%	1.1	64	2.3%	nt	2.6%	0.2%
COc1ccc(C(=O)NCC(=O)OCC(=O)N2N=C(c3ccc(Cl)cc3)CC2c2ccco2)cc1OC (stereo unspecified)	-1.4%	1.9%	30.6%	-10.9%	1.6	44	0.7%	-4.4%	2.7%	-1.2%
CNC(=S)N(Cc1cccs1)Cc1cc2cc(OC)ccc2[nH]c1=O	-0.5%	6.7%	-11.7%	-1.4%	1.3	41	1.0%	10.7%	1.3%	4.1%
CCN(c1cccc(C)c1)S(=O)(=O)c1ccc(OC)c([N+](=O)[O-])c1	-0.3%	12.0%	-1.3%	-3.1%	2.6	50	0.1%	5.8%	9.4%	-0.4%
CC1(C)Cc2nc3sc4c(OCc5ccccc5)ncnc4c3cc2CO1	-0.2%	2.6%	6.0%	-2.3%	-1.6	86	17.4%	11.1%	3.6%	0.3%
CC(=O)c1sc(-c2ccc(F)cc2F)nc1C	-0.3%	13.6%	12.0%	-9.2%	-0.7	68	1.5%	-8.4%	7.1%	-0.3%
O=C(NCc1ccccn1)c1ccc(NC(=O)c2ccco2)cc1	0.1%	-0.9%	0.1%	nt	-0.1	78	1.0%	1.7%	3.1%	0.4%
O=C(CCc1ccccc1)Nc1ncn[nH]1	-0.1%	-2.9%	15.5%	-3.4%	-0.9	49	0.9%	6.8%	5.4%	0.6%
CC(=O)c1c(C(C)=O)c(C)n(Cc2ccc(Cl)cc2)c1C	-0.4%	-0.6%	3.7%	-6.9%	-2.3	78	3.1%	5.3%	1.8%	-0.2%
COc1ccc(S(=O)(=O)N2CCN(Cc3ccccc3)CC2)cc1	-0.7%	-2.1%	3.3%	-6.4%	0.9	76	0.2%	5.2%	18.2%	2.0%
O=C(NCCc1ccc(F)cc1)c1ccc([N+](=O)[O-])cc1	0.3%	2.2%	-1.3%	-2.3%	0.4	53	1.2%	0.6%	2.9%	-0.1%
O=C(N[C@@H]1C/C=C\C[C@H](CC(=O)N(CCO)Cc2ccccc2)C(=O)NC[C@@H](c2ccccc2)OC1=O)OCC1c2ccccc2-c2ccccc21	nt	nt	nt	-4.9%	6.3	67	nt	-1.8%	nt	0.0%
O=C1CCC/C1=C/Nc1ccc(Cl)cc1	-0.6%	1.8%	-7.0%	-3.6%	-2.8	72	9.9%	-0.2%	4.0%	-0.2%
CCOc1ccc2c(c1)C(C)=CC(C)(C)N2S(=O)(=O)c1ccc(F)cc1	1.5%	-1.7%	6.5%	-8.5%	0.5	60	3.5%	-8.8%	12.6%	-0.8%
CCc1cc2cc(C(=O)N3CCN(Cc4ccccc4)CC3)sc2s1	-0.7%	0.0%	-6.4%	1.4%	8.0	39	1.1%	12.5%	24.5%	0.3%
COc1ccc(OC)c(NC(=O)CN2C(=O)NC3(CCCc4ccccc43)C2=O)c1 (stereo unspecified)	nt	nt	nt	-13.3%	-2.3	51	-0.2%	4.8%	nt	0.3%[50 µM]
Cc1ccc(NCc2nnc(SCC#N)o2)c(C)c1	-1.0%	7.0%	-1.1%	-2.8%	-0.3	62	1.3%	5.8%	14.6%	-0.4%[50 µM]
COc1ccc(NC(=O)CN2CCc3ccccc3C2)cc1OC	-1.0%	3.7%	0.2%	-0.7%	-1.3	58	-0.9%	6.5%	4.1%	-0.1%
Cc1ccc(S(=O)(=O)N2CCCCC2CCNC(=O)C(=O)NC2CC2)cc1 (stereo unspecified)	nt	nt	nt	-3.0%	0.0	88	0.5%	1.5%	13.0%	-0.5%
Cc1cccc(S(=O)(=O)NNC(=O)Cc2cccn2C)c1	-0.3%	1.8%	6.1%	-10.8%	2.5	95	-2.0%	-0.5%	-1.8%	-1.3%
CC1C2CC(C(S(=O)(=O)N3CCOCC3)C2=O)C1(C)C (stereo unspecified)	-0.1%	1.1%	-6.4%	-9.7%	0.4	92	1.2%	-0.9%	nt	-0.1%
Cc1ccc(S(=O)(=O)NCCN=C(CN2CCOCC2)NS(=O)(=O)c2ccc(C)cc2)cc1	-0.8%	0.1%	-10.1%	-0.6%	2.6	64	0.6%	9.5%	7.5%	0.4%	Dengue-2 NS5 capping pilot replicate=-1.5
CCOc1ccc(NC(=O)CCS(=O)(=O)c2ccc3c(c2)CCCN3C(=O)CC)cc1	-1.1%	-0.4%	42.8%	4.0%	-0.8	66	3.7%	-15.9%	-4.9%	-0.9%
O=C(O)c1ccc(/C=N/NC(=O)C(O)(c2ccccc2)c2ccccc2)cc1	0.0%	1.1%	0.3%	-12.7%	-1.1	56	-0.8%	3.9%	-6.8%	-0.2%
CCn1cc(CN2CCc3c([nH]c4ccccc34)C2c2cccc(OC)c2)c(C)n1 (stereo unspecified)	-0.5%	0.6%	-8.4%	nt	-0.7	34	6.0%	nt	5.8%	nt
COCCCNC(=O)C(=O)Nc1cc2c3c(c1)CCC(=O)N3CCC2	0.2%	-2.7%	4.4%	-2.6%	-0.4	50	0.3%	8.2%	-12.0%	0.4%
COc1cc(OC)c(C#N)c(S(=O)(=O)Cc2ccccc2)c1	-0.2%	-2.0%	-6.2%	2.1%	0.8	53	0.3%	13.8%	3.5%	0.8%
COc1cccc(NC(=O)CN(C)C(C)C(=O)Nc2ccc(C#N)cc2)c1 (stereo unspecified)	-1.2%	-2.9%	-0.4%	3.8%	-0.3	54	0.2%	7.5%	6.6%	0.1%
O=c1oc2ccccc2c(O)c1/C=C1\C=Nc2ccccc21	0.1%	2.4%	15.4%	32.0%	0.5	60	0.8%	2.6%	16.4%	-7.9%
CCOc1ccc(NC(=O)Cn2c(=O)oc3cc(Cl)ccc32)cc1	-0.8%	1.8%	1.9%	2.0%	0.6	59	1.2%	5.9%	8.6%	0.2%
CC1c2cc3c(cc2CCN1C(=O)c1ccc(Br)cc1)OCCCO3 (stereo unspecified)	-0.1%	3.1%	-5.0%	-0.8%	1.1	73	-0.1%	9.6%	6.0%	0.2%
CCC(=O)Nc1ccc(C(=O)Nc2ccc(Br)cc2F)cc1	-0.7%	38.1%	37.9%	-2.7%	0.3	75	6.4%	11.8%	2.2%	0.2%
CC1Cc2cc(S(=O)(=O)N3CCC(C(=O)N(C)Cc4ccccc4)CC3)ccc2N1C(=O)C1CC1 (stereo unspecified)	0.3%	-2.9%	3.1%	1.8%	4.2	62	15.4%	8.3%	3.3%	0.4%
Cc1[nH]n2c(=O)c3c(nc2c1-c1ccccc1)CCC3	0.0%	-1.6%	6.5%	-1.4%	0.6	56	19.6%	21.8%	10.1%	0.2%
Cc1ccc(SC(C)C(=O)NCc2ccc(F)cc2)cc1 (stereo unspecified)	-0.2%	6.4%	-1.6%	-2.3%	-0.5	69	4.6%	6.2%	13.0%	0.0%
O=C(CSc1nnnn1C1CCCC1)Nc1ccc(F)cc1	-0.4%	4.0%	3.0%	-2.5%	-1.1	86	-0.5%	0.5%	4.0%	0.0%

Rows were taken by chance; about 1.6% have a hit in one of these screens.
